High-throughput results from PubChem BioAssay.
Jurkat tox 60K – cytotoxic compounds reducing Jurkat cell viability | 56,000 tested, 1.2% active | inhibition, % at 4 µM | Jurkat E6.1 viability, ATP luminescence, 48 h;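 active means inhibition above the mean inhibition of all tested compounds plus 3 SD, cut at about 28% in these data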
5HT1E antag – antagonists of human 5-HT1E serotonin receptor. P28566. CHO 5-HT1E Ga15 NFAT-bla reporter, FRET, antagonist. inhibition, % at 6 µM. 65,000 tested, 0.99% active;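 active means inhibition above a set limit, the mean inhibition across every tested compound plus 3 SD, cut at about 29% in these data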;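 further: signal is the 460 over 535 nm emission ratio of beta-lactamase substrate; 0% = agonist plus DMSO wells and 100% = wells without agonist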
Target sequence (P28566 whole entry, looked up): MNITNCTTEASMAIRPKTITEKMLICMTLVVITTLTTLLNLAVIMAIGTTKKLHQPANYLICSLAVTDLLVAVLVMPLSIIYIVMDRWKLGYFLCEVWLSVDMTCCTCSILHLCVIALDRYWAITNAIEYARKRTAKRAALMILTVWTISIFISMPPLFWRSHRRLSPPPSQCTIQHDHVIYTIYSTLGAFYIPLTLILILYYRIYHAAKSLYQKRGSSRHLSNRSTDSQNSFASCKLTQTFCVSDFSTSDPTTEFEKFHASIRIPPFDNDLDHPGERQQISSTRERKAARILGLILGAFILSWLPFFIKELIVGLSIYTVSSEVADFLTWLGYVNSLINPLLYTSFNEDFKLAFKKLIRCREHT
M1 antagonist – antagonists of rat M1 muscarinic receptor | CHO-M1 cells, Fluo-4 calcium, ACh EC80 antagonist mode; active compounds read low | B-score at 10 µM | 64,000 tested, 3.4% active;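 active means calcium fluorescence response, raw or row-and-column corrected B-score, differing from the plate sample mean either way at a set confidence level, mostly lower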
M1 ag – agonists of M1 muscarinic receptor. CHO-M1 cells, Fluo-4 calcium fluorescence, agonist mode; active compounds read high. B-score at 10 µM. 64,000 tested, 3% active. AID 626;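 active means fluorescence rise, raw or as B-score row- and column-corrected plate score, outside the 99.7% band of its plate's samples, either direction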
5HT1a antag – antagonists of human 5-HT1a serotonin receptor | 62,000 tested, 0.68% active | inhibition, % at 10 µM | CHO 5-HT1a Ga15 NFAT-bla reporter, antagonist mode;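 active means inhibition above the mean of all tested compounds plus 3 SD, cut at about 43% in these data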;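 further: receptor stimulated by 5-CT agonist at 100 nM near EC80; beta-lactamase reporter measured by ratiometric fluorescence of a cleavable substrate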
Target sequence (P08908 whole entry, looked up): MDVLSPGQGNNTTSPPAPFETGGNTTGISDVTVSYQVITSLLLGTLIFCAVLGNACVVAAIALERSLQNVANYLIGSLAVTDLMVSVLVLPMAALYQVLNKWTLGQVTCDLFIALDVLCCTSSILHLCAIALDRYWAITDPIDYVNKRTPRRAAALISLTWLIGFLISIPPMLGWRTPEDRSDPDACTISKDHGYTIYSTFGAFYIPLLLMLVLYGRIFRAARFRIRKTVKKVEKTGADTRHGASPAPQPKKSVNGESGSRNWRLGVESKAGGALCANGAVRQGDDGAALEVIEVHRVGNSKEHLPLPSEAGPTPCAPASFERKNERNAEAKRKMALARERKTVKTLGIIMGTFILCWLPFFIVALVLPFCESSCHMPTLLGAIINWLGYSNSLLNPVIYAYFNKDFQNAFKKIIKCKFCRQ
S1P1 ag-PAM – activates or potentiates agonism at human S1P1 receptor; 56,000 tested, 0.57% active; P21453; S1P1 CRE-bla cells, forskolin, beta-lactamase FRET, potentiator mode; S1P1 agonist co-added at EC20, 2 nM; 100% = saturating reference agonist, 0% = basal; activation, % at 9.5 µM;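 active means activation above a cutoff set at the mean activation of all tested compounds plus 3 SD, cut at about 54% in these data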;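 further: forskolin at 4 µM as EC80 and the EC20 agonist is SEW2871; 100% = SEW2871 at its EC100 plus forskolin at EC80; some compounds past the cut are filed as inactive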
HTR1A agonist – 5-HT1a (human) receptor agonism; CHO 5-HT1a Ga15 NFAT-bla reporter, FRET ratio; 0% basal, 100% maximal reference agonist; activation, % at 10 µM; 65,000 tested, 0.56% active;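 active means activation above the screen-wide mean activation plus 3 SD, cut at about 19% in these data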;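 further: 0% = DMSO wells and 100% = 5-CT at EC100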
S1P3 ag – activates the human S1P3 receptor | AID 373 | activation, % at 4.5 µM | 60,000 tested, 0.1% active | S1P3 NFAT-BLA reporter cells, agonism, FRET ratio; relative to 1 µM S1P, basal subtracted;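 active means activation above the screen-wide mean plus 3 SD, cut at about 4.5% in these data, passing the limit was not always enough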; further: some compounds called inactive have numbers as strong as hits
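Benchmarks: high control 1 µM S1P / System: stable CHO line with human S1P3, Gα16, NFAT-BLA reporter / Dosing: single compound concentration, 4.5 µM final / Timing: 4 h compound at 37 °C, 2 h substrate at RT / Measured by: FRET β-lactamase substrate fluorescence, excitation 405 nm, 460/535 nm emission ratio, background-subtracted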
HTR1E agonist – activates the human 5-HT1E serotonin receptor. P28566. 65,000 tested, 0.69% active. activation, % at 6 µM. CHO 5-HT1E Ga15 NFAT-bla reporter, FRET; 0% DMSO wells, 100% control agonist wells;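 active means activation above a set limit, the screen-wide mean activation plus 3 SD, cut at about 8.5% in these data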;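 further: 100% = positive control agonist at 1 µM giving full maximal response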
An asterisk follows results filed as active; . = not tested or not shown. Rows were taken by chance; about 8.9% have a hit in one of these screens.

SMILES	Jurkat tox 60K	5HT1E antag	M1 antagonist	M1 ag	5HT1a antag	S1P1 ag-PAM	HTR1A agonist	S1P3 ag	HTR1E agonist
CN(C)c1nc(N)nc(Nc2ccccc2C#N)n1	1.9	1.1	0.243	-0.293	4.5	9.5	-2.6	-1.1	-1.4
O=C(CS(=O)(=O)Cc1ccccc1)NCC1CCCO1 (configuration not stated)	-11.2	-1.9	1.07	-0.404	0.1	-5.6	0.3	-0.8	-0.1
CCOC(=O)c1c(C)n(C)c2ccc(OC)c(NC(=O)CN3CCN(C(=O)c4ccco4)CC3)c12	4.3	0.8	0.0849	-0.201	9.7	7.0	-3.4	-0.8	-0.8
Cn1c(=O)c2c(nc(CN3CCN(Cc4ccccc4)CC3)n2Cc2cccc(Cl)c2)n(C)c1=O	10.1	-2.1	-0.937	0.343	-8.7	-36.4	2.2	-0.4	0.9
COCCn1c(C)cc(C(=O)COC(=O)c2ccc(N3CCCC3=O)cc2)c1C	-6.5	2.7	-0.527	-0.278	10.3	-7.1	-2.3	0.9	-0.5
CCC1CCCCN1C(=O)N[C@@H](Cc1ccccc1)C(=O)O (some centres not stated)	0.1	-3.7	0.388	0.136	4.2	3.1	-1.2	-0.9	0.5
CCN1CCN(c2ncnc3c2sc(=S)n3-c2ccccc2)CC1	4.6	14.9	-1.04	-2.38	-6.0	24.3	1.4	-0.8	1.9
COc1cc(-n2cnnn2)ccc1S(=O)(=O)N1CCOCC1	-0.7	-9.3	0.876	-0.624	-8.9	-12.8	-4.3	-0.4	0.4
COCCn1c(C)cc(C(=O)CSc2nnc3scc(-c4ccc(Cl)cc4)n23)c1C	-11.6	5.1	0.00958	-0.0593	5.2	.	-0.8	-0.7	0.4
Cc1ccc2c(c1)C(C)(C)[C@]1(C)NC(=O)CCN21	-3.8	-11.3	-0.0291	-0.16	-19.2	-12.3	1.0	0.1	1.0
Cc1nn(Cc2ccc(C(=O)NC(C)(C)C)o2)c(C)c1Br	13.1	7.6	-1.89	3.92*	14.4	30.5	0.3	-0.3	-0.7
CC(C)Oc1ccc(C2C(C(=O)c3ccco3)=C(O)C(=O)N2Cc2cccnc2)cc1 (configuration not stated)	11.1	4.2	0.478	-0.407	-8.2	-7.9	1.2	-1.0	0.2
COc1cccc(NC(=O)c2ccc(CN3CCN(c4ccccc4)CC3)cc2)c1	31.5	-0.5	-1.84	-0.0439	9.9	-3.8	-3.5	0.4	0.5
CCN(CC)c1cc(Oc2ccccc2)ncn1	.	-4.6	0.387	0.541	-10.4	.	0.1	.	0.9
Cc1cc2oc(C(=O)Nc3c(C)n(C)n(-c4ccccc4)c3=O)c(C)c2cc1C	4.8	-0.7	0.0758	0.0849	21.0	10.4	-1.2	-1.3	-0.3
COc1cc(C(=O)Nc2cc(-c3ccccc3)[nH]n2)cc(OC)c1OC	-1.0	6.9	-0.235	0.821	-2.3	-31.9	1.6	-1.0	-0.3
Cc1ccc(-n2nnnc2SCC(=O)c2c(N)n(CC(C)C)c(=O)n(C)c2=O)cc1	-6.9	-13.1	1.26	-0.901	6.4	-25.1	-1.8	-0.4	-0.7
CC(=O)N1CCc2cc(S(=O)(=O)NC(C(=O)Nc3nc(C)cs3)C(C)C)ccc21 (configuration not stated)	-1.8	3.4	0.149	0.607	-6.6	10.3	-4.9	-0.7	0.2
Cc1ccc(-c2cc(C(=O)Nc3cccnc3)c3ccccc3n2)o1	2.2	-6.6	-1.24	0.821	23.4	1.1	-1.2	-1.9	-0.6
C(=N\n1cnnc1)/c1ccccn1	.	-3.5	0.238	-0.127	.	1.6	-1.8	-3.9	-0.7
CCn1c(=O)cc(OCC(=O)Nc2ccc3c(c2)OCCO3)c2ccccc21	1.1	10.1	-0.107	0.143	-9.6	-4.8	-0.1	-1.8	-0.3
CCC1(C)Cc2c(sc3nc(SCC(=O)O)[nH]c(=O)c23)CO1 (configuration not stated)	-5.8	8.3	0.219	0.106	-3.3	5.3	-0.9	-0.1	-0.3
Cc1ccc(C)c(N2CCN(C(=O)C3CCN(c4nnc(N5CCCC5=O)s4)CC3)CC2)c1	4.7	-11.2	-0.0899	0.199	-2.9	-15.0	-3.3	-0.8	1.6
CCOc1ccc(NS(=O)(=O)c2ccc3[nH]cc(C(=O)N(CC)CC)c(=O)c3c2)cc1	-9.8	-2.6	-11.3*	23.4*	-9.6	-7.2	-3.2	0.1	-0.9
COc1cccc(NC(=O)N2CCC(C(=O)Nc3ccc(C)cc3C)CC2)c1	-1.3	-7.9	1.36	0.759	-8.9	-12.5	1.4	1.5	0.2
O=C1c2cccc3cccc(c23)C(=O)N1c1nncs1	-4.2	-16.4	-0.0202	-0.563	-21.8	-8.1	-2.8	-0.6	0.8
COc1ccccc1-c1cc(C(=O)Nc2cc(C)n(Cc3ccc(Cl)cc3)n2)no1	0.8	-14.1	-0.0241	0.0558	-10.6	-14.6	-2.9	-1.2	1.1
COC(=O)C1=C(C)NC(=O)CC1c1ccccc1F (configuration not stated)	-3.9	-10.1	-0.431	-0.0923	1.0	-26.7	-1.9	0.3	0.0
COc1cccc(S(=O)(=O)NCc2ccc(C(=O)NCc3ccco3)cc2)c1	17.3	6.0	0.393	-0.418	4.4	13.8	-1.1	-0.9	0.3
CN(C(=O)COc1ccccc1)c1nnc(-c2cccnc2)s1	0.3	-6.5	-0.515	0.245	-18.8	-4.2	-1.7	-0.6	-1.2

Already shown: entries from further up.
SMILES	Jurkat tox 60K	5HT1E antag	M1 antagonist	M1 ag	5HT1a antag	S1P1 ag-PAM	HTR1A agonist	S1P3 ag	HTR1E agonist
COC(=O)C1=C(C)NC(=O)CC1c1ccccc1F (configuration not stated)	-3.9	-10.1	-0.431	-0.0923	1.0	-26.7	-1.9	0.3	0.0
COc1cccc(S(=O)(=O)NCc2ccc(C(=O)NCc3ccco3)cc2)c1	17.3	6.0	0.393	-0.418	4.4	13.8	-1.1	-0.9	0.3
CN(C(=O)COc1ccccc1)c1nnc(-c2cccnc2)s1	0.3	-6.5	-0.515	0.245	-18.8	-4.2	-1.7	-0.6	-1.2

(further entries)
SMILES	Jurkat tox 60K	5HT1E antag	M1 antagonist	M1 ag	5HT1a antag	S1P1 ag-PAM	HTR1A agonist	S1P3 ag	HTR1E agonist
O=C(COc1ccc(Cl)cc1)NCc1nnc(SCC(=O)N2CCCCC2)o1	.	4.0	0.822	-1.13	-11.0	.	2.5	.	0.0
CCOC(=O)N1CCN(S(=O)(=O)c2ccc(C(=O)Nc3nc4ccc(F)cc4s3)cc2)CC1	-6.0	-5.8	0.804	-0.445	3.9	-29.8	-1.7	-0.1	1.0
COc1ccc(OCCSc2nnc(-c3ccccc3)n2N)cc1	.	4.8	-0.0888	0.275	-46.6	.	0.4	.	-0.4
Nc1cc(C(=O)OCC(=O)NCC2CCCO2)ccc1Cl (configuration not stated)	0.5	0.4	-0.306	-0.347	6.1	1.9	-3.1	-0.3	-0.1
COc1ccc(-n2ccnc2SCC(=O)NCc2ccc3c(c2)OCO3)cc1	-0.6	-3.4	0.102	-0.575	-11.3	-3.0	-2.4	0.2	-0.5
Cc1ccc(NC(=O)c2cccc(N3C(=O)CCC3=O)c2)nc1	-2.9	5.8	0.601	-0.828	2.5	-8.6	-1.4	-0.9	-1.9
O=C(Nc1nncs1)C1c2ccccc2Oc2ccccc21	.	-2.5	-0.505	-0.752	12.9	.	-0.1	.	0.8
COc1ccc(Nc2nc(CC(C)=O)ns2)cc1OC	-2.8	-7.5	0.107	-0.471	3.0	-9.5	-1.1	-0.4	-0.2
COC(=O)c1[nH]c2cc(OC)c(OC)cc2c1NC(=O)CN1CCN(Cc2ccccc2)CC1	5.9	38.7*	-1.14	-0.76	6.6	-29.4	0.7	-0.5	-0.3
Cc1oc(C2CC2)cc1C(=O)O	-8.2	4.0	-0.0425	0.0343	-12.2	-0.1	0.1	0.6	0.6
CCC(C(=O)Nc1ncccn1)(C(F)(F)F)C(F)(F)F	1.2	-7.0	-1.03	-0.0734	-5.7	-4.8	2.2	-1.9	-0.5
Cc1ccc(OCc2nnc(SCC(=O)NC3CCCCC3)n2C)cc1	-6.0	0.5	0.701	0.419	1.2	-2.3	3.1	0.0	-0.4
C1=C(N2CCOCC2)/C(=C/c2nc3ccccc3[nH]2)CC1	-2.0	-7.4	0.998	0.972	9.5	.	2.2	-0.3	-0.3
CCOc1cccc2cc(C(=O)Nc3cc(C)on3)c(=O)oc12	-6.3	-3.9	-0.845	-0.572	-35.8	-7.6	-0.8	-0.2	-0.2
CCOc1ncccc1C(=O)Nc1ccc(-c2cn3ccsc3n2)cc1	-5.6	9.5	0.00526	1.89	-4.0	-34.9	-0.5	0.4	1.8
CN(C)S(=O)(=O)Nc1ccc2c(c1)Cc1ccccc1-2	-2.8	-49.5	0.783	0.798	2.6	-21.3	-0.2	0.4	-0.4
COc1ccc(-n2ncc3c(N(C)C4CCCCC4)ncnc32)cc1	-1.1	-10.8	-1.33	-0.122	-4.2	34.0	30.7*	-0.4	2.1
COc1ccc(CC(NC(C)=O)C(=O)NC2CCN(S(=O)(=O)c3ccccc3)CC2)cc1OC (configuration not stated)	-3.7	-1.9	0.737	0.122	-14.5	0.5	1.6	1.1	1.5
Cc1cc(N2CCN(C3CCCC3)CC2)n2c(nc3ccccc32)c1C#N	.	-10.9	-1.35	0.359	.	8.7	1.7	-0.1	0.0
CN(C(=O)c1cccs1)c1ccccc1C(=O)O	-1.5	4.3	0.24	-0.957	-10.1	-26.4	7.0	-0.5	0.0
O=C(OCC(F)(F)C(F)F)c1ccccc1C(=O)Oc1ccc(F)cc1F	5.5	17.3	-0.0803	0.646	11.5	21.2	-4.0	-1.9	-2.3
COc1cc(CN2CCN(c3cccc(C)c3C)CC2)cc(OC)c1O	-15.4	5.0	0.59	-1.33	-1.9	-17.5	-2.2	-1.7	57.0*
C=CCc1cc(C(=O)N2CCCCC2)ccc1O	.	-1.9	-0.0271	0.0353	-2.6	.	-0.4	.	1.5
COc1ccc(S(=O)(=O)N2CCN(c3cc(-c4ccccc4)nc4ncnn34)CC2)cc1	-2.2	2.9	0.251	2.62	6.0	-16.4	-5.0	-1.1	0.0
CCCc1nnc(NC(=O)c2c(O)c3c([nH]c2=O)CCCC3)s1	.	-8.4	0.0375	-0.332	.	-9.9	-4.0	-2.3	-0.9
CCOc1ccc(-n2cc(C(=O)Nc3cccc(C)n3)c3cc(OC)c(OC)cc3c2=O)cc1	-4.1	-6.0	-0.0589	7.58*	4.0	9.9	0.8	-1.4	-0.1
CCn1cnc2sc(C(=O)N3CCN(Cc4ccc5c(c4)OCO5)CC3)c(C)c2c1=O	3.8	2.8	0.401	0.31	5.2	-20.6	-1.6	0.9	-0.2
COc1cc(C(c2sc3nc(C)nn3c2O)N2CCN(c3ccccc3)CC2)cc(OC)c1OC (configuration not stated)	-2.2	5.0	0.0175	-0.443	5.3	-2.8	-2.1	-0.6	0.9
CC(=O)c1ccc(OCC(O)CN2CCN(c3ccccn3)CC2)cc1 (configuration not stated)	0.8	5.7	0.119	0.301	7.4	1.7	8.3	-0.8	1.0
CSc1nc2c(c(=O)[nH]c(=O)n2C)n1C/C=C(\C)Cl	-0.7	9.1	0.286	1.05	2.1	-32.1	-3.9	-0.6	-0.5
COc1ccccc1OCc1ccc(C(=O)NC(C)(C)C)o1	6.6	-12.1	-0.209	0.168	-6.0	11.0	-1.9	0.3	-0.3
